# RSV antiviral HEp-2 = RSV antiviral activity via CPE protection, HEp-2 cells, primary 10 µM value included (AID 2391) | HEp-2 cells, RSV-induced CPE inhibition; higher % means a stronger effect | CPE inhibition, % at 10 µM, or IC50 in µM where a hit was titrated | actives 0.13% (n = 310,000); in the data active = a potency from the dose series; inconclusive = CPE inhibition mostly from about 23% at the one dose, without a potency; inactive = the rest, 99 in 100 with CPE inhibition below about 21%; also: strong numbers were not always called active
# HIV peptide binding = inhibitors of HIV fusion peptide binding, primary screen, biochemical, uHTS, fluorescence dequenching (AID 1986). one-dose inhibition, % at 20 µM; IC50 in µM for titrated hits. actives 0.3% (n = 290,000). cell-free peptide binding, fluorescence dequenching, 30 min; higher % means a stronger effect; in the data active = inhibition mostly above about 52%, no sharp cut-off; inactive = mostly below about 76%; also: some results filed as inactive read as strong as hits
# SV40 large T antigen = TAg ATPase/helicase activity blockers – biochemical (AID 1903) | inhibition, % at 20 µM; hits with a dose series show IC50 in µM | actives 0.39% (n = 310,000) | SV40 large T antigen ATPase/helicase inhibition assay; higher % means a stronger effect; in the data active = a potency from the dose series; inconclusive = inhibition mostly from about 32% at the one dose, without a potency; inactive = the rest, 99 in 100 with inhibition below about 32%; also: strong numbers were not always called active
# AID2073 = inhibitors of Mint1-CaV2.2 protein interaction, biochemical, HTRF (AID 2073) | HTRF protein-protein interaction, Mint1-CaV2.2; higher % means a stronger effect | one-dose inhibition, % at 20 µM; IC50 in µM for titrated hits | actives 0.19% (n = 290,000); in the data active = inhibition mostly above about 51%, no sharp cut-off; inconclusive = no clear call, values can overlap the other calls; inactive = mostly below about 53%; also: some results filed as inactive read as strong as hits
# SIAH1 antagonists = blockers of Siah-1 interaction with plectin peptide – biochemical, fluorescence polarization, rhodamine-plectin, uHTS, primary screen (AID 1817); Siah-1 / rhodamine-plectin peptide fluorescence polarization; higher % means a stronger effect; one-dose displacement, % at 20 µM; IC50 in µM for titrated hits; actives 0.02% (n = 290,000);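 active = displacement of at least 50% at 20 µM, with a fluorescence ratio check between 0.3 and a set limit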;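 also: plate controls were Siah plus tracer with DMSO for no effect and tracer alone without Siah for full effect; strong numbers were not always called active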
# LYP inhibition = inhibitors of LYP phosphatase, biochemical, fluorescence intensity, uHTS (AID 1779) | inhibition, % at 11.5 µM, or IC50 in µM where a hit was titrated | recombinant LYP phosphatase, fluorescence intensity; higher % means a stronger effect | actives 0.054% (n = 290,000); in the data active = inhibition above about 50%;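 also: plate controls were vehicle with enzyme for no effect and no enzyme for full effect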
# NS5 inhibitors = Dengue-2 NS5 methyltransferase inhibitors, primary screen, biochemical, confirmation dose response (AID 588689); Dengue-2 NS5 methyltransferase capping enzyme assay, biochemical; higher % means a stronger effect; actives 0.3% (n = 340,000); inhibition, % at 25 µM, or IC50 in µM where a hit was titrated; in the data active = a potency from the dose series; inconclusive = inhibition above about 29% without an active follow-up result
# XIAP antagonists = XIAP antagonists, biochemical, IAP family, fluorescence polarization (AID 1018); actives 0.007% (n = 200,000); XIAP BIR domain, fluorescence polarization peptide displacement; higher % means a stronger effect; displacement, % at 20 µM; hits with a dose series show IC50 in µM; in the data active = displacement above about 50%; also: a part of the inactive calls stands beside numbers as strong as those of hits
# Rac1 GTP hydrolysis = MgcRacGAP GTPase-activating activity inhibitors, confirmation, biochemical, ADP Hunter fluorescence. MgcRacGAP-stimulated Rac1 GTP hydrolysis, ADP Hunter fluorescence; higher % means a stronger effect; GST-tagged Rac1 F28L mutant substrate. inhibition, % at 30 µM, or IC50 in µM where a hit was titrated. actives 0.6% (n = 340,000);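 active = first-screen hits whose inhibition reached a set limit at any dose in the follow-up dose series; inconclusive = inhibition above the set first-screen limit but never retested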;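 also: fluorescence reports GDP produced by GAP-driven GTP hydrolysis; strong numbers were not always called active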
# NS5 inhibitors pilot replicate = further read-out of NS5 inhibitors, marked with its call; inhibition, %; measured here: pilot screen replicate inhibition
# * hit, by the source's call; i = inactive; ? = inconclusive; / = not tested or not shown.
SMILES,RSV antiviral HEp-2,HIV peptide binding,SV40 large T antigen,AID2073,SIAH1 antagonists,LYP inhibition,NS5 inhibitors,XIAP antagonists,Rac1 GTP hydrolysis,others
O=C(NC(Nc1nc2ccc([N+](=O)[O-])cc2s1)(C(F)(F)F)C(F)(F)F)c1ccccc1Cl,-3.8%,14%,6%,-1%,3%,-5%,-62%,-1.1%,9%,
CC1CCN(CCCn2c(=S)[nH]c3ccccc3c2=O)CC1,-2.0%,-0.5%,-3%,-60%,2%,-9%,4%,-4.3%,3%,
OC(COCC(F)(F)C(F)(F)C(F)(F)C(F)F)Cn1c2ccccc2c2ccccc21 (configuration not stated),-1.6%,1.9%,2%,8%,2%,2%,1%,-11%,8%,
COc1ccc(S(=O)(=O)N2CCC(C(=O)N3CCc4ccccc4C3)CC2)cc1C,9.4%,-2.8%,4%,-2%,2%,-3%,7%,-0.9%,18%,
CCOc1ccc(CCNC(=O)c2cccc(NC3=NC4CS(=O)(=O)CC4S3)c2)cc1OCC (configuration not stated),-0.3%,0.8%,10%,-2%,49%,1%,0%,/,11%,
C=CCn1c(SCC(=O)Nc2ccc3c(c2)OCCO3)nnc1-c1ccccn1,0.7%,-0.6%,-1%,6%,1%,0%,3%,1.6%,2%,
O=C1c2ccccc2C(=O)N1CC1c2ccccc2CCN1C(=O)N1CCOCC1 (configuration not stated),2.8%,-1.5%,15%,6%,4%,-7%,-6%,-2.3%,14%,
Cc1c(Cl)cccc1NC(=O)CCCN1C(=O)CCC1=O,0.4%,-2.6%,4%,9%,4%,-11%,-6%,-5.0%,7%,
CC(=O)NC(=S)Nc1ccccc1N1CCN(C(=O)c2ccccc2)CC1,0.8%,0.4%,8%,-2%,3%,0%,-3%,-5.7%,3%,
CSc1ccc(C#N)cc1NC(=O)c1ccccc1,1.5%,-0.5%,5%,-7%,-3%,-8%,-7%,-6.9%,4%,
COc1ccc(/C=C2\CCCC3C2=NN(C(=O)CSc2ncn[nH]2)C3c2ccc(OC)cc2)cc1 (configuration not stated),-1.2%,-1.0%,2%,20%,4%,12%,2%,1.8%,2%,
N#CC(C#N)=C(N)/C(C#N)=C/c1cc(O)c(O)c(O)c1,2.6%,/,20µM*,/,/,/,-8%,/,?,
COc1cc2c(cc1OC)CN(S(=O)(=O)c1ccccc1F)CC2,5.2%,0.2%,11%,14%,-4%,-8%,-9%,/,9%,
CCCCNC(=O)C1CCN(S(=O)(=O)c2c(C)noc2/C=C\c2ccc(OC)cc2)CC1,1.1%,-1.6%,3%,-5%,3%,3%,-4%,-12%,-3%,
Oc1ccc(CNc2ccccc2O)cc1,7.4%,0.2%,21%,14%,0%,-8%,-7%,-2.8%,17%,
Cc1cc(C)c(S(=O)(=O)Nc2ccccc2C(=O)OCC(=O)NCc2ccccc2)c(C)c1,4.0%,2.3%,5%,25%,14%,-4%,2%,-2.8%,7%,
CCOc1ccc(C(C(=O)NCC2CCCO2)N(Cc2ccccc2)C(=O)c2snc(C(N)=O)c2N)cc1 (configuration not stated),1.9%,1.5%,4%,10%,14%,-9%,1%,/,6%,
Cn1c(SCC(=O)NCc2ccccc2)ncc(C(=O)Nc2ccccc2)c1=O,-1.2%,/,9%,/,/,/,5%,/,3%,
OC(c1nnc(-c2ccccc2)o1)c1cccs1 (configuration not stated),-0.4%,2.7%,28%,-2%,25%,-2%,-7%,-6.2%,6%,
CCNc1nc(Cl)nc(NCc2ccccc2)n1,5.9%,2.4%,8%,8%,2%,-4%,10%,-2.7%,5%,
OCCN(Cc1ccccc1)Cc1ccccc1Cl,1.6%,0.6%,-2%,-3%,-1%,-9%,-6%,-8.2%,11%,
COc1cc2c(cc1NC(=O)COC(=O)c1ccc(C(C)(C)C)cc1)oc1ccccc12,1.8%,2.5%,-4%,10%,3%,-2%,-3%,-4.7%,-11%,
COc1ccc(CC(=O)NCC(=O)NCc2cc(=O)n(C)c(=O)n2C)cc1,-0.5%,0.9%,2%,0%,2%,-1%,-2%,/,16%,
Cc1cc(=O)oc2c(C)c(OCC(=O)NC3CC(C)(C)NC(C)(C)C3)ccc12,0.2%,3.3%,1%,5%,19%,-6%,-6%,/,5%,
O=C(Nc1ccccc1C(=O)N/N=C/c1ccco1)c1ccc(F)cc1,1.9%,42%,2%,-1%,-9%,-2%,0%,1.7%,-14%,
CCCn1c(=O)c(C(=O)NNC(=O)c2ccc(Cl)cc2Cl)c(O)c2ccccc21,2.7%,1.2%,7%,9%,-10%,-1%,3%,/,12%,
Cc1c(Cl)cccc1N=C1SCCN1C(=O)CN1C(=O)NC2(CCCC2)C1=O,?,/,6%,/,/,/,-7%,/,2%,
O=C(CSc1nc2ccccc2c(=O)n1CCC(=O)N1CCCCC1)NCc1ccccc1,0.3%,1.2%,18%,1%,3%,-3%,-3%,-4.5%,0%,
CCCn1nnc(NC(=O)c2ccco2)n1,-0.4%,0.3%,7%,-7%,2%,1%,3%,-5.7%,0%,
CCC(=O)Nc1nc(-c2ccccc2)nc(SC)c1C(C)=O,7.1%,0.4%,4%,-3%,6%,4%,4%,-4.4%,-1%,

# Gathered by group, those above containing a cyano group.
SMILES,RSV antiviral HEp-2,HIV peptide binding,SV40 large T antigen,AID2073,SIAH1 antagonists,LYP inhibition,NS5 inhibitors,XIAP antagonists,Rac1 GTP hydrolysis,others
CSc1ccc(C#N)cc1NC(=O)c1ccccc1,1.5%,-0.5%,5%,-7%,-3%,-8%,-7%,-6.9%,4%,
N#CC(C#N)=C(N)/C(C#N)=C/c1cc(O)c(O)c(O)c1,2.6%,/,20µM*,/,/,/,-8%,/,?,

# Next compounds follow.
SMILES,RSV antiviral HEp-2,HIV peptide binding,SV40 large T antigen,AID2073,SIAH1 antagonists,LYP inhibition,NS5 inhibitors,XIAP antagonists,Rac1 GTP hydrolysis,others
Clc1ccccc1CSc1nc2ccncc2[nH]1,1.8%,7.3%,4%,-10%,4%,1%,-5%,-0.7%,5%,
CCCCNc1nnc(Cc2ccc(Cl)cc2)c(=O)[nH]1,1.8%,-1.2%,9%,1%,i,-4%,-6%,/,4%,
O=C(c1cccnc1Nc1ccc2c(c1)CCC2)N1CCOCC1,1.7%,-1.6%,0%,-2%,1%,-12%,-1%,-1.5%,0%,
Cc1ccc(S(=O)(=O)N2CC(O)C[C@H]2C(=O)OCC(=O)Nc2ccc(N3CCCCC3)cc2)cc1C (some centres not stated),1.0%,/,10%,/,/,/,-12%,/,13%,
Cc1cc2c(=O)n(Cc3ccco3)c(SCC(=O)c3ccc(Cl)s3)nc2s1,2.4%,10%,15%,-15%,-11%,-1%,-6%,-6.3%,14%,
CCOc1ccc(-n2ccc(=O)c(C(=O)Nc3ccc(S(=O)(=O)Nc4nccs4)cc3)n2)cc1,2.6%,7.7%,4%,40%,-2%,-6%,5%,/,0%,
O=C(Nc1nc2ccc([N+](=O)[O-])cc2s1)C1CCCO1 (configuration not stated),3.0%,-0.9%,2%,-6%,-6%,-4%,-5%,-2.5%,12%,
CN(CC(=O)N1CCN(c2ccccc2F)CC1)S(=O)(=O)c1cnc[nH]1,1.1%,1.9%,11%,10%,2%,2%,-6%,-2.8%,18%,
CCOC(=O)/C(C#N)=C/N=c1ccc(C)cn1C,0.8%,-1.2%,6%,4%,-7%,-4%,-8%,/,4%,
CCc1nnc(NS(=O)(=O)c2ccc(NC(=O)c3cc(Cl)ccc3[N+](=O)[O-])cc2)s1,1.1%,7.0%,11%,0%,-2%,-11%,1%,/,7%,
CCOc1cc(/C=N/n2cnnc2)ccc1O,1.3%,-0.6%,14µM*,-5%,-2%,10%,-4%,-5.1%,34µM*,
COc1ccc(C)cc1NC(=O)C1CCCN(S(=O)(=O)c2cccc3cccnc23)C1 (configuration not stated),1.6%,-0.9%,/,2%,-3%,-12%,-3%,/,5%,
COc1ccc(-c2csc(Nc3ccc(S(=O)(=O)Nc4cc(C)on4)cc3)n2)cc1C,48%,45%,28%,15%,-4%,3%,18%,-12%,-3%,
Cc1nn(Cc2ccccc2)c(C)c1NC(=O)c1cc(-c2cccs2)on1,0.3%,0.0%,-5%,7%,-1%,-10%,-4%,-3.2%,3%,
Cc1ccc(NC(=S)N2CCC(NC(=O)c3cccc(F)c3)CC2)cc1,4.3%,1.2%,8%,-12%,4%,-8%,-4%,/,8%,
COc1ccccc1Nc1ncc(C(=O)N2CCN(Cc3ccc(OC)c(OC)c3OC)CC2)c2ccccc12,0.4%,0.4%,-2%,?,9%,-3%,-2%,-6.2%,-3%,
CC(C)Cn1cnc2c1c(=O)n(CC(=O)NN)c(=O)n2Cc1ccccc1,3.5%,-0.2%,26%,10%,4%,-10%,0%,/,3%,
Cc1ccc(Cn2nnc3c(=O)n(CC(=O)NCc4ccccc4)cnc32)cc1,-1.2%,0.9%,7%,10%,4%,-3%,-3%,0.1%,6%,
CCN1C(=O)CSc2ccc(C(=O)NCCCN3CCOCC3)cc21,/,-1.3%,13%,1%,1%,-7%,-2%,0.7%,3%,
O=C(CSc1nnc(CNC(=O)c2ccccc2F)o1)NCCc1ccccc1,1.6%,-1.9%,10%,7%,2%,-3%,-10%,-5.5%,7%,
NNC(=O)c1ccc(COc2cccc3ccccc23)o1,/,-2.2%,8%,-6%,5%,-6%,-6%,/,4%,
O=C(NCc1ccncc1)c1cc(S(=O)(=O)N2CCOCC2)c(Cl)cc1Cl,0.9%,/,14%,/,/,/,3%,/,11%,
CCCn1nnnc1NC(=O)COc1ccc(Br)cc1,1.1%,2.6%,7%,-2%,2%,-2%,-12%,-3.6%,7%,
C/C(=N\NC(=O)c1ccc(NS(=O)(=O)c2cccs2)cc1)c1ccc2c(c1)OCO2,1.3%,1.2%,10%,10%,10%,-1%,-5%,-0.3%,3%,
C#CCN1C(C)=C(C(=O)OC)C(c2cccc([N+](=O)[O-])c2)C(C(=O)OCC)=C1C (configuration not stated),46%,/,16%,/,/,/,-1%,/,-1%,
CC[N+]1(CC)CC2=Cc3c(ccc4ccccc34)C(C)C2C1 (configuration not stated),1.4%,-2.0%,13%,11%,0%,1%,1%,/,17%,
CCn1c(COc2ccc(=O)n(-c3ccccc3)n2)nnc1SCc1ccccc1C,4.2%,2.4%,6%,-1%,8%,-5%,0%,-3.4%,-2%,NS5 inhibitors pilot replicate=2.4
COc1ccccc1CN(C)C(=O)c1ccc2c(c1)NC(=O)CS2,0.8%,0.4%,25%,4%,-4%,-12%,-6%,-4.0%,8%,
COc1cccc(NC(=O)CN(C)C(=O)Cn2[nH]c(=O)c3ccccc3c2=O)c1,-2.6%,/,3%,/,/,/,-9%,/,4%,
CCc1ccccc1-n1c(SCC(=O)N2CCCC2)nc2[nH]ncc2c1=O,4.3%,0.0%,8%,5%,-4%,-5%,-11%,-2.6%,7%,
COC(=O)c1ccc(NC(=O)c2nc(S(=O)(=O)Cc3cccc(C)c3)ncc2Cl)cc1,-2.4%,0.2%,6%,-33%,-4%,3%,-60%,/,7%,
CCOC(=O)C/C(C)=N/NC(=O)COc1ccccc1C,1.3%,-1.1%,15%,-4%,6%,-5%,1%,1.8%,4%,

# High-throughput results from PubChem.
